Bcl-XL Bim block: inhibitors of Bim-Bcl-XL binding, primary screen, biochemical, multiplexed, bead flow cytometry, human Bcl-XL. inhibition, % at 10 µM. Bim peptide-Bcl-XL binding, fluorescence. 0.04% of 190,000 active. Bcl-2-like protein 1 (Homo sapiens), Q07817. AID 1007, 2008
ABCG2 inh: ABCG2 efflux pump inhibitors, primary screen, multiplex with ABCB1, IgMXP3 cells, flow cytometry. Broad substrate specificity ATP-binding cassette transporter ABCG2 (Homo sapiens), Q9UNQ0. JC-1 efflux. inhibition, % at 6.6 µM. 0.1% of 190,000 active;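 active means inhibition above 80%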;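 further: 0% = DMSO and 100% = nicardipine control wells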
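Test system: IgMXP3 cells (ABCG2) mixed with DDAO far-red-labelled CCRF-Adr cells (ABCB1). Reagent: JC-1 transporter substrate. Compound dosing: single test compound dose, 6.6 µM final. Times: 10 min compound exposure, 25 °C. Detection: flow cytometry of retained JC-1 fluorescence. Read-out basis: efflux inhibition in percent versus controls. Controls: nicardipine and DMSO wells.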
RGS7-Gao: RGS7-Galphao binding modulators, primary screen, biochemical, multiplexed bead flow cytometry. Guanine nucleotide-binding protein G(o) subunit alpha (Homo sapiens), P09471. actives lie on both sides. binding response (% of control), % at 10 µM. 0.35% of 220,000 active; in the data active means binding response below about 49% or above about 150%; inconclusive means no clear call, values can overlap the other calls; inactive means in between;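 further: fluorescent Galphao held in activated GDP-AlF4 state binding bead-coupled RGS7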
RGS4-Gao reg: modulators of RGS4 binding to Galphao, primary screen, biochemical, multiplexed bead flow cytometry. Guanine nucleotide-binding protein G(o) subunit alpha (Homo sapiens), P09471. actives lie on both sides. binding response (% of control), % at 10 µM. AID 1415, 2008. 0.33% of 220,000 active; in the data active means binding response below about 49% or above about 150%; inactive means in between;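 further: fluorescent Galphao activated with aluminum fluoride binding bead-coupled RGS4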
Bcl-2 Bim block: inhibitors of Bim-Bcl-2 binding, primary screen, biochemical, multiplexed, human Bcl-2 family | Apoptosis regulator Bcl-2 (Homo sapiens), P10415 | Bead-based flow cytometry, Bim peptide-Bcl-2 binding | inhibition, % at 10 µM | 0.06% of 190,000 active; in the data active means inhibition above about 40%; inconclusive means no clear call, values can overlap the other calls;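 further: 0% = no compound wells with probe peptide and 100% = reference peptide inhibitor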
Bim-Bcl-W: inhibitors of Bim binding to Bcl-W, primary screen, biochemical, multiplexed, bead-based flow cytometry; Bcl-2-like protein 2 (Homo sapiens), Q92843; Bim peptide-Bcl-W binding; inhibition, % at 10 µM; 0.02% of 190,000 active; AID 952, 2007;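 further: 0% = bound tracer without compound and 100% = peptide blocker; higher means less fluorescent Bim peptide bound to Bcl-W beads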
ABCB1 inh: ABCB1 efflux pump inhibitors, primary screen, cell-based, multiplex, flow cytometry, ABCG2 counter-screen; CCRF-Adr cells, JC-1 efflux; inhibition, % at 6.6 µM; 0.067% of 190,000 active; AID 1326, 2008; in the data active means inhibition above about 40%;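 further: 0% = vehicle and 100% = reference inhibitor; higher value means more JC-1 retained so stronger ABCB1 efflux block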
Target sequence (P08183 whole entry, looked up): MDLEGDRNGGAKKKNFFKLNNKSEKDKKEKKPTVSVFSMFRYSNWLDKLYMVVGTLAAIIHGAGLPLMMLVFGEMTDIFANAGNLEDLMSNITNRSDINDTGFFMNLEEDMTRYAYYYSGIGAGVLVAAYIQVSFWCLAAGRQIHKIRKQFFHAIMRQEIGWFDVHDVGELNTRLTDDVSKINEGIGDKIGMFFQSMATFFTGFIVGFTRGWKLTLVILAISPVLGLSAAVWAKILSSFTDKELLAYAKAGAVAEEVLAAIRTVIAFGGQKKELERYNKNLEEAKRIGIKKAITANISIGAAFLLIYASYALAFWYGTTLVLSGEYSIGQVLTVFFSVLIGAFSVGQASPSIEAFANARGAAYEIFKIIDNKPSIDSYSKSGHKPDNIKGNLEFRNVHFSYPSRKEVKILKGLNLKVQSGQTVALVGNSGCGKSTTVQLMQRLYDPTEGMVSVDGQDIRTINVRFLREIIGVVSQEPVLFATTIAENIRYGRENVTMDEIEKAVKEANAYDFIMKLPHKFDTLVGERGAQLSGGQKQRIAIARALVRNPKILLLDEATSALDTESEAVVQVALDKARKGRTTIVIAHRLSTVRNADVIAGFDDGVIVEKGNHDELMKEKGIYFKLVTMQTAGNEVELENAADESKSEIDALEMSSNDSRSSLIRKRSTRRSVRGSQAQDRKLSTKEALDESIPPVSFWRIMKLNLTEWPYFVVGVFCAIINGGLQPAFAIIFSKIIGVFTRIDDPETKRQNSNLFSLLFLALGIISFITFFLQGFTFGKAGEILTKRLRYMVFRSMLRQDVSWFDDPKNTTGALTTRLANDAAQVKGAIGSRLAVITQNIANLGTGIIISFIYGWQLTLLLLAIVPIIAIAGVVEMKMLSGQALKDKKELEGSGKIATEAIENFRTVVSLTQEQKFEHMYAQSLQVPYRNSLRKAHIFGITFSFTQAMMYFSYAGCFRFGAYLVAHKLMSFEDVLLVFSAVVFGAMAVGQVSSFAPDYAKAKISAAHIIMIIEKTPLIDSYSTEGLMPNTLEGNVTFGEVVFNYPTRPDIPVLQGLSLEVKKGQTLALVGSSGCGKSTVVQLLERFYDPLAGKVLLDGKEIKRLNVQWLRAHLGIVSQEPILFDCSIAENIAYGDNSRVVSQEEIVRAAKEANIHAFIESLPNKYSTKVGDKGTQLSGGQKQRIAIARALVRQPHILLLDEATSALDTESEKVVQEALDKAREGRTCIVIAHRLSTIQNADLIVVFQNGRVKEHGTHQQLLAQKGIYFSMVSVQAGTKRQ
RGS8-Gao: RGS8-Galphao binding modulators, primary screen, biochemical, multiplexed bead flow cytometry. response (percent of control binding), % at 10 µM. actives lie on both sides. 0.34% of 220,000 active; in the data active means response below about 60% or above about 140%; inactive means in between;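 further: Galphao activated as the GDP aluminium fluoride complex binding bead-coupled RGS8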
Bim-Bfl-1: inhibitors of Bim binding to Bfl-1, primary screen, biochemical, multiplexed, bead-based flow cytometry | Bcl-2-related protein A1 (Homo sapiens), Q16548 | inhibition, % at 10 µM | AID 1008, 2008 | 0.12% of 190,000 active | Bim-Bfl-1 binding inhibition;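 further: 0% = wells without compound plus tracer and 100% = blocker peptide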
Bim-Bcl-B: inhibitors of Bim-Bcl-B binding, primary screen, biochemical, multiplexed, human Bcl-2 family | Bcl-2-like protein 10 (Homo sapiens), Q9HD36 | bead-based flow cytometry, Bim peptide-Bcl-B binding | inhibition, % at 10 µM | 0.073% of 190,000 active | AID 951, 2007;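 further: 0% = tracer peptide without compound and 100% = reference inhibitor peptide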
Mcl-1 Bim block: inhibitors of Bim peptide binding to Mcl-1, primary screen, biochemical, bead-based flow cytometry, multiplex | Induced myeloid leukemia cell differentiation protein Mcl-1 (Homo sapiens), Q07820 | 0.1% of 190,000 active | inhibition, % at 10 µM | Bim peptide-Mcl-1 binding;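 further: 0% = no compound tracer wells and 100% = peptide blocker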
* hit, by the source's call; ? = inconclusive. Unless noted, no stated cut-off is given here; in the data, active means inhibition above about 40%.

Screens in order: Bcl-XL Bim block	ABCG2 inh	RGS7-Gao	RGS4-Gao reg	Bcl-2 Bim block	Bim-Bcl-W	ABCB1 inh	RGS8-Gao	Bim-Bfl-1	Bim-Bcl-B	Mcl-1 Bim block
[1] Cc1cnnn1-c1cccc([N+](=O)[O-])c1
    -3	2	86	92	-1	0	0.3	94	-7	0	2
[2] CN(CC(=O)Nc1ccc(C#N)cc1)Cc1ccc(Cl)c(Cl)c1
    -3	0	95	96	0	0	-0.1	101	-1	-4	-1
[3] COc1cccc(C(=O)Nc2cc(=O)n(C)c(=O)n2C)c1OC
    -4	-2	103	103	-5	2	-1.5	103	-7	-6	-1
[4] Cc1nn(C)cc1CNC(=O)c1cnn2c1NC(c1ccc(Br)cc1)CC2C(F)(F)F (stereo not drawn)
    -11	28	95	100	-9	-1	4.0	102	-19	-11	-3
[5] Cn1c(=O)c2c(ncn2CC(O)CO)n(C)c1=O (stereo not drawn)
    -2	-1	102	104	0	-1	-0.1	105	3	-4	-1
[6] CNC(=S)N(Cc1ccco1)Cc1cc2cc(OC)c(OC)cc2[nH]c1=O
    -2	2	102	101	-3	-2	0.0	100	0	-2	1
[7] CCn1cc(CNC(=O)NC2CCCCC2)c(C)n1
    -5	0	103	105	-3	-1	0.0	104	-7	-5	0
[8] Cc1ccc(C)c(S(=O)(=O)NCc2ccc(C(=O)NCc3ccco3)cc2)c1
    -4	10	103	98	1	0	1.6	109	2	0	3
[9] CCCCNC(=O)CCCCCn1c(=O)[nH]c2cc(C(=O)OC)ccc2c1=O
    -3	2	102	98	-2	-4	0.2	98	-8	-7	-1
[10] COc1ccc(S(=O)(=O)Nc2cc(C(=O)NCCC(C)C)ccc2N2CCOCC2)cc1
    -1	2	100	100	0	1	1.0	100	-2	0	0
[11] Cc1ccccc1CN1C(=O)CSc2ccc(C(=O)N3CCOCC3)cc21
    -2	1	99	95	-6	0	0.8	100	-8	-3	0
[12] CCCS(=O)(=O)N1CCC(C(=O)NCC2CCCO2)CC1 (stereo not drawn)
    -6	5	99	101	-6	0	0.5	103	-11	-4	1
[13] CC(SCc1ccccc1)C(=O)N/N=C/c1ccc(OCC(=O)NCc2ccco2)cc1 (stereo not drawn)
    -3	13	98	99	-3	-3	-0.1	100	-1	-1	-3
[14] Cc1nn(C)c(C)c1NC(=O)c1ccc(Br)o1
    -1	4	104	104	-3	0	0.2	104	-5	0	-3
[15] O=C(NCC1CCCN(C(=O)c2cccnc2)C1)c1ccc(-c2ccccc2)cc1 (stereo not drawn)
    -1	1	102	95	0	3	0.2	99	-7	-1	6
[16] C=C(C)C(=O)OC1(C(F)(F)F)Oc2cc(C)ccc2NC1=O (stereo not drawn)
    -3	3	94	96	-8	2	0.5	100	-15	-7	2
[17] CC(C)CNC(=O)CN(C)S(=O)(=O)c1ccc(F)cc1
    -5	1	103	104	-6	-6	0.1	106	-2	-6	-6
[18] Cc1nnc(N(C)C(=O)c2ccccn2)s1
    -3	0	102	101	-8	-5	-0.1	100	-7	-4	-2
[19] Cn1c(=O)c2c(nc(N3CCCCCC3)n2Cc2cccc3ccccc23)n(C)c1=O
    -6	0	101	99	-5	-7	0.0	100	-9	-11	-7
[20] Cc1cc(NC(=S)N(CCN2CCCCC2)Cc2ccco2)ccc1Cl
    -2	3	?	104	-2	1	1.9	100	0	-28	-2
[21] COc1cc2sc(C)nc2c2sccc12
    -1	1	102	95	-1	-1	0.3	102	0	-1	0
[22] Cc1nn(-c2ccccc2)c2sc(C(=O)OCn3nnc4ccccc4c3=O)cc12
    -9	-3	100	100	-1	-6	-2.0	100	-3	-8	-4
[23] COc1cccc(C(=O)N2CCN(Cc3ccccc3C(F)(F)F)CC2)c1
    -1	1	103	107	-8	1	0.5	104	-12	-9	-1
[24] CCOC(=O)c1c(C)noc1CP(=O)(c1ccccc1)c1ccccc1
    -11	23	103	101	-6	-6	0.9	101	-18	-8	-5
[25] CCOC(=O)C(=O)CC(=O)c1ccc2c(c1)OCCO2
    -2	4	104	103	-1	0	0.6	103	-2	-2	0
[26] COc1cc(OC)nc(Oc2ccccc2C(=O)Oc2ccc(C)cc2)n1
    -4	2	100	101	-4	0	0.4	101	-13	-5	-1
[27] Cc1ccc2cc(CCNC(=O)c3ccc4c(c3)OCO4)c(=O)[nH]c2c1
    0	6	100	100	-6	0	0.9	102	-9	-8	-2
[28] O=C(NNC1CC(=O)N(c2ccc(Br)cc2)C1=O)c1cccnc1 (stereo not drawn)
    0	2	103	104	-1	-3	0.8	104	-7	-1	0
[29] O=C(c1ccco1)N(Cc1cc2ccccc2[nH]c1=O)CC1CCCO1 (stereo not drawn)
    -6	14	97	101	-7	-3	-0.1	98	-20	-12	-5
[30] COc1cc(C)nc(Nc2nc(C)c(C(C)=O)s2)n1
    1	9	98	98	-1	2	0.9	100	1	0	1
[31] O=C(Cc1ccc(Cl)cc1)Nc1ccc(NC(=O)c2cccs2)cc1
    -2	3	100	104	-3	-3	0.2	101	-5	0	0
[32] CCCNCC1C(Oc2ccc(Cl)cc2)C(=O)N1c1ccccc1C (stereo not drawn)
    -5	18	103	105	0	-2	8.5	107	0	-2	-4
[33] CCN(C(=O)CSc1nncs1)c1c(N)n(Cc2ccccc2)c(=O)[nH]c1=O
    -7	0	99	101	-9	2	0.0	101	-11	-4	2
[34] Fc1cccc(Cl)c1CNn1cn[nH]c1=S
    1	1	106	100	0	-4	-0.4	101	-1	1	11
[35] O=C(CCNC(=O)c1ccccc1)Nc1ccc(F)c(Cl)c1
    -9	0	100	100	-7	-6	0.0	101	-15	-9	-5
[36] COCCCNC(=O)CCCC(=O)NCCCOC
    0	3	104	98	0	0	0.7	102	0	2	4
[37] COc1ccc(/C=C(/NC(=O)c2cccs2)C(=O)NCc2ccco2)cc1OC
    0	1	101	102	0	2	0.1	104	1	1	2
[38] O=C(CSCc1ccccc1Br)N/N=C/c1ccc2c(c1)OCO2
    -7	48	97	100	-6	-8	-0.1	100	-5	-8	-8
[39] CCOc1ccc(-n2c(=O)c3c(C)c(C(=O)N(C)C)sc3n(CC(=O)Nc3ccccc3F)c2=O)cc1
    -4	0	99	103	0	-1	0.2	99	1	-1	0
[40] CCCC(N)CCCCCC(=O)O (stereo not drawn)
    -2	0	120	129	-3	-8	0.0	123	-3	-6	-6
[41] CC(OC(=O)c1cc(-c2cccnc2)nc2ccccc12)C(=O)Nc1ccc2ccccc2c1 (stereo not drawn)
    -3	6	102	101	-5	-1	9.9	106	0	-5	-1
[42] CN1CCN(NC(=O)c2ccc(COc3ccccc3Br)o2)CC1
    0	4	?	91	-2	-2	0.5	93	-3	0	3
[43] O=C(O)CCCn1nc(-c2ccccc2)c2ccccc21
    -6	2	104	103	-7	-2	0.6	102	-7	-3	21
[44] COc1ccccc1-n1c(C)cc(SC)c(C(C)=O)c1=S
    -2	4	102	100	-2	0	1.4	102	-2	0	0
[45] Cc1ncn(C23CC4CC(CC(O)(C4)C2)C3)n1
    11	-6	99	101	12	2	-0.5	100	11	4	9
[46] c1ccc2c(c1)[nH]c1c(N3CCC4(CC3)OCCO4)ncnc12
    0	13	100	97	3	0	0.7	101	-6	0	0
[47] O=C(CSc1ccsc1[N+](=O)[O-])N1CCN(c2ccccn2)CC1
    -2	8	105	100	-4	0	1.2	114	0	-4	-2
[48] O=C(NC1CCCC1)c1ccc(CN2CCOCC2)cc1
    -3	1	102	100	-14	0	0.5	98	-17	-10	-4
[49] COc1ccc(C2C=C(c3ccc(Br)s3)Nc3ncnn32)cc1OC (stereo not drawn)
    0	3	96	96	0	0	1.0	97	0	1	1
[50] CC1CN(C(=O)N[C@@H](Cc2ccccc2)C(=O)O)CC(C)O1 (stereo partly drawn)
    -5	1	103	101	-3	-3	0.6	108	-10	-7	-1
[51] C=CCN1C(=NC(=O)CCC)SC2CS(=O)(=O)CC21 (stereo not drawn)
    0	0	105	103	-2	-2	0.2	103	-2	0	0
[52] CC(C)(C)NC(=O)COC(=O)c1ccccc1NC(=O)c1ccco1
    -4	15	?	102	-11	0	0.9	104	-9	-4	-3
[53] COc1ccc(CN2CCC(CO)(Cc3ccccc3)CC2)cc1Cn1cccn1
    -2	1	103	99	-6	-2	6.4	103	-9	-4	-5
[54] CC(=O)OCCNc1cc(SC(C)C)c2nonc2c1[N+](=O)[O-]
    -1	4	102	105	-3	-2	1.1	103	-8	-2	-2
[55] Cn1cnnc1Sc1ccc(C(=O)OCC(=O)NC2CC2)cc1[N+](=O)[O-]
    -8	-7	98	102	-6	-4	-2.2	96	-5	-1	-2
[56] Cc1ccc([N+](=O)[O-])c(OCC(=O)OCC(=O)c2ccccc2)c1
    -1	20	101	103	1	-8	1.2	104	-2	1	-14
[57] COc1cc(OC)c(NC(=O)c2c(-c3ccccc3)noc2C)cc1Cl
    -6	13	99	100	1	-8	0.1	99	-3	-5	-5
[58] CCN1CCN(C(=S)c2ccc(Br)cc2)CC1
    -5	2	117	99	1	-2	1.4	94	8	-45	-10
[59] O=C(O)c1ccc(N2CCCC2=O)cc1
    -1	0	99	100	-2	-1	0.0	101	0	-1	-3
[60] COc1ccc(CNC(=O)c2cnc3n(c2=O)CCS3)cc1
    -2	0	101	104	-5	2	-2.1	102	-8	-4	0

Only Bcl-XL Bim block, for some of the entries so far:
No.	structure	Bcl-XL Bim block
37	COc1ccc(/C=C(/NC(=O)c2cccs2)C(=O)NCc2ccco2)cc1OC	0
60	COc1ccc(CNC(=O)c2cnc3n(c2=O)CCS3)cc1	-2

(next part)
Screens in order: Bcl-XL Bim block	ABCG2 inh	RGS7-Gao	RGS4-Gao reg	Bcl-2 Bim block	Bim-Bcl-W	ABCB1 inh	RGS8-Gao	Bim-Bfl-1	Bim-Bcl-B	Mcl-1 Bim block
[61] O=S(=O)(Nc1cccc(-c2cn3c(n2)SCC3)c1)c1cccs1
    -3	5	99	105	-7	-1	0.5	102	-4	-8	-3
[62] C=CCn1c(=O)/c(=C/c2ccc(C)o2)s/c1=C(/C#N)C(=O)c1ccccc1
    8	-7	97	97	11	26	-0.1	97	21	3	11
[63] Cc1cc(C)n(-c2ccc(C(=O)NCc3ccc4c(c3)OCO4)cc2)n1
    -3	4	111	102	-14	0	0.5	102	-13	-9	0
[64] Clc1ccc(-n2nnnc2SCc2c(-c3ccccc3)nc3sccn23)cc1
    0	3	104	98	0	-2	0.9	96	1	-10	0

From PubChem BioAssay

Random draw from the library; 0.94% or so of the library scored in one or more.
